BoNT-F LC inh: blocks Botulinum neurotoxin F light chain protease. Multiplex microsphere protease cleavage assay, flow cytometry. inhibition, % at 10 µM. 360,000 tested, 0.22% active; in the data active = inhibition above about 35%, passing the limit was not always enough; also: plate controls were buffer without enzyme for full effect and enzyme alone for no effect
Rv3671c inh: inhibits the M. tuberculosis serine protease Rv3671c; P9WHR9; inhibition, % at 5.96 µM; 320,000 tested, 0.048% active; in the data active = inhibition above about 38%;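 also: extracellular domain of Rv3671c used as enzyme; 0% = enzyme with DMSO and 100% = no enzyme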
FadD28 FP inh: M. tuberculosis FadD28 bisubstrate binding inhibition. FadD28 bisubstrate probe binding, fluorescence polarization. inhibition, % at 12.5 µM. 360,000 tested, 0.22% active. AID 588549; in the data active = inhibition above about 8.5%, passing the limit was not always enough
VHR inh abs: inhibitors of human VHR1 phosphatase (DUSP3) | AID 1654 | inhibition, % at 13.3 µM | 290,000 tested, 0.52% active | recombinant VHR phosphatase, pNPP absorbance | P51452; in the data active = inhibition above about 50%; also: some compounds called inactive have numbers as strong as hits
Target sequence (P51452 whole entry, looked up): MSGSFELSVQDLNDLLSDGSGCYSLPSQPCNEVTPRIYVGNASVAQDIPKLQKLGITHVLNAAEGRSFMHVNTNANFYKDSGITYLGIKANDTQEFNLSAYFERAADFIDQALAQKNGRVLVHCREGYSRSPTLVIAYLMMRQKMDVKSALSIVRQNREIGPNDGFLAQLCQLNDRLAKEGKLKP
GDH-TPI counter: counter-screen for M. tuberculosis FBA inhibitors: GDH-TPI coupled enzymes; inhibition, % at 4.8 µM; 360,000 tested, 1.2% active; GDH-TPI coupled enzyme counterscreen, NADH absorbance;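 also: 0% = DMSO wells and 100% = wells lacking the enzyme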
Mtb UGM inh: inhibitors of M. tuberculosis UDP-galactopyranose mutase. purified UGM, fluorescence polarization probe displacement. inhibition, % at 10 µM. 320,000 tested, 0.06% active; in the data active = inhibition above about 10%, passing the limit was not always enough
Target sequence (P9WIQ1 whole entry, looked up): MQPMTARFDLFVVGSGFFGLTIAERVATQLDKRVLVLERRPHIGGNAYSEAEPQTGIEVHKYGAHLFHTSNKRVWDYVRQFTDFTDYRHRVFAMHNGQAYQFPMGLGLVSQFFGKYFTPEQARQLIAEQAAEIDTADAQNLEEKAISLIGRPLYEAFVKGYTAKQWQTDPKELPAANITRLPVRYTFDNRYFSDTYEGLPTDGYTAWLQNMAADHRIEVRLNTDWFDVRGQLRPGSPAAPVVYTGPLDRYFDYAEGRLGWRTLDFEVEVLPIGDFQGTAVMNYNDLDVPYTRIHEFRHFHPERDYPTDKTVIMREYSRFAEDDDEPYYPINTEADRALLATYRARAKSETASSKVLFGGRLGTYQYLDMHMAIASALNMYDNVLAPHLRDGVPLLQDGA
FBA Mtb inh: inhibitors of M. tuberculosis fructose-bisphosphate aldolase; 360,000 tested, 2.3% active; P9WQA3; inhibition, % at 1 µM; AID 588726; purified M. tuberculosis FBA, fluorescence read-out; in the data active = inhibition above about 27%;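 also: 0% = vehicle and 100% = reference inhibitor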
Target sequence (P9WQA3 whole entry, looked up): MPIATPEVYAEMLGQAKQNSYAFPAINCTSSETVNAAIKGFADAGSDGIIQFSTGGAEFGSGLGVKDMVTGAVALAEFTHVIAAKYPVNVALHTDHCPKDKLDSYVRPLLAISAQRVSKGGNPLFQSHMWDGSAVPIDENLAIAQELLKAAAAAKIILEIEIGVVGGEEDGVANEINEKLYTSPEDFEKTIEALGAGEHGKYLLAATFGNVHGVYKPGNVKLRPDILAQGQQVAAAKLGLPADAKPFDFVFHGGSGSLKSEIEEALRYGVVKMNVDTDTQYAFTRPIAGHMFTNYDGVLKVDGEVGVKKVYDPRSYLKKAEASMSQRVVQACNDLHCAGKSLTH
Mtb BioA inh: blocks M. tuberculosis BioA enzyme activity; purified M. tuberculosis BioA enzyme, plate reader; inhibition, % at 9.99 µM; 360,000 tested, 0.096% active; in the data active = inhibition above about 40%
CCHFV vOTU inh: CCHFV vOTU protease inhibition | Pep-AMC fluorescence | 370,000 tested, 0.55% active | inhibition, % at 11.5 µM; also: 0% = vehicle wells with enzyme and 100% = no enzyme wells
MazEF act: activators of E. coli MazEF toxin-antitoxin RNase | FAM/BHQ RNA-DNA oligo cleavage fluorescence, 5 h | activation, % at 20 µM | P0AE70 | 350,000 tested, 0.32% active; in the data active = activation above about 50%
Target sequence (P0AE70 whole entry, looked up): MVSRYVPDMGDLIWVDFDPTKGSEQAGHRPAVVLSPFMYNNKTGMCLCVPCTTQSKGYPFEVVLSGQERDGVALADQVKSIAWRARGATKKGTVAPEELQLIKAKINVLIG
Starred values were filed as active, the others as inactive; / = not tested or not shown; & = joins results of further samples. Rule as the data show it, unless noted: active = inhibition above about 30%; inactive = the rest.

Second line of a record – BoNT-F LC inh	Rv3671c inh	FadD28 FP inh	VHR inh abs	GDH-TPI counter	Mtb UGM inh	FBA Mtb inh	Mtb BioA inh	CCHFV vOTU inh	MazEF act
Cc1ccc(S(=O)(=O)N2CCCOC2CNC(=O)C(=O)NCc2ccccc2C)cc1 (stereo not given)
→ -1	1	0.2	10	6	2.0	2	-0.5	5	-8
CC(C)Oc1ccc2nnnn2n1
→ -12	8	-5.6	14	-9	-1.2	0	-1.7	3	4
CC(=O)Oc1ccc(C(=O)c2ccccc2)c(OC(C)=O)c1
→ -4	-3	0.5	11	5	-1.8	4	/	-1	-2
CCn1cnc2c1c(=O)n(CC(=O)N1CCc3ccccc31)c(=O)n2Cc1ccccc1
→ 0	7	-0.2	-13	9	-1.5	4	-2.4	1	4
CCCCN1CC(=O)N2[C@H]3c4cc(Cl)ccc4OC[C@@H]3[C@H](C(=O)OCC)[C@]2(C)C1=O
→ -10	-6	-2.4	/	3	-0.7	6	-0.1	5	0
O=C(Nc1cccc(NC(=O)c2ccc(Br)o2)c1)c1ccccc1
→ 7	/	-0.2	30	10	/	1	-0.9	6	2
Cc1cccc(N=Cc2c(O)cc(C)oc2=O)c1
→ 6	0	0.2	30	4	2.2	1	/	-6	-9
COc1ccc(NC(=O)N(C)C[C@H]2Oc3ccc(NC(=O)Nc4ccc5c(c4)OCO5)cc3C(=O)N([C@H](C)CO)C[C@@H]2C)cc1
→ 2	/	5.4	/	-1	/	1	-3.7&-1.1	-8	11
CC(C)(C)c1ccc(Oc2ccc(NC(=O)CCCC(=O)O)cn2)cc1
→ /	0	-3.5	13	-8	-0.7	1	-1.3	-12	-1
Cc1cccn2cc(CCNC(=O)c3ccco3)nc12
→ 6	9	0.3	7	7	-0.1	2	-4.1	-1	10
O=C(CSc1nnc(-c2ccncc2)o1)Nc1cccc(F)c1
→ /	6	-4.6	/	3	0.4	0	-0.4	-6	5
O=C(O)c1cccc(-c2noc(-c3cccc(Cl)c3)n2)c1
→ -12	0	-9.2	/	-3	0.7	1	0.7	14	-2
CC[C@]1(c2cccc(C)c2)C(=O)N(C(=O)OC)N1C(=O)OC
→ -2	-1	-1.3	13	-3	0.4	8	-0.9	-1	0
Cc1ccc(C(=O)COC(=O)CNC(=O)C(c2ccccc2)c2ccccc2)cc1[N+](=O)[O-]
→ -7	0	-2.1	29	-5	-2.1	-9	-0.1	7	1
NS(=O)(=O)c1ccc(NC(=O)/C=C/c2cn(-c3ccccc3)nc2-c2cccc(Cl)c2)cc1
→ -1	-207	-0.8	-22	9	0.3	26	/	-4	-41
CSCC(O)Cn1ncc2ccccc2c1=O (stereo not given)
→ -3	1	0.2	0	4	0.1	4	/	8	0
Cc1ccc(S(=O)(=O)NNC(=O)c2sc(=S)n(C)c2C)cc1
→ -15	-1	0.9	28	31	-1.7	0	-5.6	9	-1
c1ccc(Oc2ncnc3oc(-c4ccccc4)cc23)cc1
→ 0	1	-3.1	20	-3	1.2	3	0.8	6	-7
COc1cccc(C(c2nnnn2-c2ccc3c(c2)OCCO3)N2CCC(n3c(=O)[nH]c4ccccc43)CC2)c1OC (stereo not given)
→ -5	/	-2.8	/	/	/	-2	0.5	14	/
Cc1cccc(OCCCCNCc2ccccc2)c1
→ -9	2	-1.4	36	-1	1.2	1	/	-2	1

Molecules listed so far containing a furan ring, fused or not (3):
Second line of a record – BoNT-F LC inh	Rv3671c inh	FadD28 FP inh	VHR inh abs	GDH-TPI counter	Mtb UGM inh	FBA Mtb inh	Mtb BioA inh	CCHFV vOTU inh	MazEF act
O=C(Nc1cccc(NC(=O)c2ccc(Br)o2)c1)c1ccccc1
→ 7	/	-0.2	30	10	/	1	-0.9	6	2
Cc1cccn2cc(CCNC(=O)c3ccco3)nc12
→ 6	9	0.3	7	7	-0.1	2	-4.1	-1	10
c1ccc(Oc2ncnc3oc(-c4ccccc4)cc23)cc1
→ 0	1	-3.1	20	-3	1.2	3	0.8	6	-7

New compounds follow:
Second line of a record – BoNT-F LC inh	Rv3671c inh	FadD28 FP inh	VHR inh abs	GDH-TPI counter	Mtb UGM inh	FBA Mtb inh	Mtb BioA inh	CCHFV vOTU inh	MazEF act
Cc1nc2cc(S(=O)(=O)N3CCC(C(=O)O)CC3)ccc2n1C1CCCC1
→ -3	2	-3.3	5	-14	0.8	-2	0.2	-5	-3
CC1(C)Cc2nc3oc4c(N5CCOCC5)ncnc4c3cc2CO1
→ 7	6	-0.7	-1	18	1.9	3	0.2	-9	4
Cc1oncc1-c1cn2ccccc2n1
→ -5	6	-0.5	29	7	-2.1	22	5.5	3	-1
NC(=S)N=Nc1c(O)[nH]c2c(Br)cc(Br)cc12
→ -2	14	-3.3	9	16	2.8	1	/	-6	3
O=C(O)C1=C[C@@H](c2csc3ccccc23)C[C@@H](OCCCCO)O1
→ -2	-6	-3.6	16	4	1.9	-2	-1.9&3.1	7	-1
CCN(CC)c1ccc(/C=N/NC(=O)c2nnn(-c3nonc3N)c2C(C)C)c(O)c1
→ 8	-11	2.0	2	10	1.3	1	-1.5	31*	1
CC1(c2nnc(Cc3ccccc3)o2)CC(c2ccc(C#N)cc2)=NO1 (stereo not given)
→ -5	-3	-1.9	/	6	-0.1	4	2.0	9	12
Cc1ccc(S(=O)(=O)NC(C)CCc2ccccc2)cc1 (stereo not given)
→ -1	7	-0.7	18	-1	-0.6	-4	-0.4	31*	0
Cc1ccc(/C=C/c2ccc3cccc(O)c3n2)s1
→ -41	-16	-0.5	6	12	-1.3	0	-2.5	7	10
O=C(CN(C(=O)c1csnn1)c1ccc2c(c1)OCCO2)NCc1ccccc1
→ 4	4	-0.9	21	6	0.1	1	-2.1	7	-3
O=C(Nc1ccccc1Oc1cccnc1)C1CCCN(Cc2ccccc2O)C1 (stereo not given)
→ 6	-5	-0.2	6	7	0.0	4	2.1	9	2
CCCn1c(SCC(=O)Nc2ccc(C(=O)Nc3ccccc3OC)cc2)n[nH]c1=O
→ 3	-4	-3.6	12	6	0.7	0	-1.0	12	6
CCOc1ccc(NC(=O)N(CCCN2CCOCC2)Cc2cccnc2)cc1
→ 1	0	-2.8	8	-3	-0.8	0	0.9	-4	-3
O=C(Cn1cnc(S(=O)(=O)N2CCCC2)c1)Nc1ccc(OC(F)(F)F)cc1
→ 6	1	0.2	-10	-4	-2.2	0	-1.4	-6	4
Cc1nnc(SCCn2c(N3CCN(C)CC3)nc3c2c(=O)[nH]c(=O)n3C)s1
→ -3	4	-1.5	11	12	-0.5	0	-1.7	-11	0
N#C/C(=C\c1ccc(OCc2ccc(F)cc2)cc1)C(=O)Nc1cccc(C(=O)O)c1
→ 2	-8	-5.0	43	73*	-3.2	-6	1.0	1	-37
CC1CCC(NC(=O)CCS(=O)(=O)c2ccc3c(c2)CC(C)N3C(=O)C2CC2)CC1 (stereo not given)
→ 18	-6	-1.2	11	6	-0.7	5	-4.2	10	0
Cc1ccc(S(=O)(=O)N(C)C)cc1NC(=O)C1CCC1
→ 10	0	-0.4	36	6	0.6	2	/	-8	7
Cc1ccc(NCC(O)C(O)C(O)CO)cc1C (stereo not given)
→ -2	8	-1.2	-2	-11	-1.2	-1	-0.8	9	-8
COc1cccc(-c2ncc3ccccc3c2COC(=O)c2cccs2)c1
→ -2	6	-2.5	/	-6	1.6	-2	-1.2	-16	-2
CCc1cccc(C)c1NC(=S)N(CCN(C)C)C(C)c1cccnc1 (stereo not given)
→ -9	-3	0.0	13	-4	-0.3	3	/	-12	4
CCOC(=O)C1(C)CCN1C(=O)c1ccc(OC)c(F)c1 (stereo not given)
→ 3	/	-2.1	/	6	/	-4	0.1	-4	/
O=C(CCCOC(=O)c1ccc(O)cc1O)c1ccccc1
→ -9	-7	-1.0	/	5	0.6	-1	-1.1	-6	-5
Cc1cc(C)cc(NC(=O)COC(=O)CCCC2=NS(=O)(=O)c3ccccc3N2)c1
→ -6	-8	-1.6	4	0	2.8	2	/	7	7
COc1ccc(Oc2nccc(-c3ccccc3)c2C#N)cc1
→ 6	-2	0.0	12	-2	-3.4	3	3.3	-9	-1
CCCCN(C(=O)COC(=O)CSc1ccc([N+](=O)[O-])cc1)c1c(N)n(CCC)c(=O)[nH]c1=O
→ -5	-3	-3.7	/	8	2.1	0	/	-2	1
c1ccc(-c2cc3c(N4CCOCC4)ncnc3s2)cc1
→ -2	-3	-2.9	33	7	-0.6	15	/	12	-6
O=C(Nc1ccnn1C1CCN(CCCc2ccccc2)CC1)c1cccc(F)c1
→ -2	10	-2.1	-9	-5	-2.1	4	-0.1	5	3
CC(=O)OCCc1[nH]c2ccccc2c1C
→ -4	1	-0.7	9	5	1.3	-2	-1.1	2	9
CCc1nc2ccc(C(=O)NCCCn3ccnc3)cn2c1N(C)CCCc1ccccc1
→ 1	/	1.8	/	4	/	-2	3.7	3	/
O=C(Cc1ccc(F)cc1)NCC1CCCO1 (stereo not given)
→ -1	-3	-2.6	17	-5	-0.7	1	-0.1	11	-32
O=C(c1ccc(Cl)c(Cl)c1)N1CCN(Cc2ccc3c(c2)OCO3)CC1
→ -14	0	-3.8	5	-2	1.0	0	5.6	3	2
O=C(NC12CC3CC(CC(C3)C1)C2)C1CC(=O)N(c2ccc(Br)cc2)C1 (stereo not given)
→ 2	0	-0.7	-8	-6	0.0	-1	-0.2	/	3
Cc1ccc(C)c(CSC2=NCCN2S(=O)(=O)c2ccccc2)c1
→ 0	-2	-3.5	24	1	-1.1	-1	-0.9	0	-8
CC(C)(O)C#Cc1ccc(C(=O)NCCc2ccc(S(N)(=O)=O)cc2)cc1
→ 5	-4	0.1	13	-4	2.5	-5	/	4	2
Cc1[nH]c2ccccc2c1C1=CCNCC1
→ -15	-11	-4.4	0	-4	-1.2	-1	1.5	19	-3
O=C(CN1C(=O)NC(Cc2ccccc2)C1=O)Nc1ccc(F)cc1 (stereo not given)
→ 4	-2	/	-13	-4	2.6	4	0.3	-2	-5
CC1CCc2c(sc(NC(=O)CCc3nc4ccccc4c(=O)[nH]3)c2C#N)C1 (stereo not given)
→ 7	4	-0.1	/	-2	-1.2	2	-0.9	7	22
Cn1nnnc1Sc1ncnc2scc(-c3ccc(F)cc3)c12
→ 9	-14	-1.9	-27	6	0.3	2	5.1	9	10
CCN(CC)CCN(Cc1cc2cc3c(cc2[nH]c1=O)OCCO3)C(=O)NC1CCCCC1
→ -6	2	-6.5	-4	8	2.4	14	-0.3	-14	3
COc1ccc(/C=C/C(=O)OCC(=O)NC2CCCC(C)C2C)cc1 (stereo not given)
→ -8	-8	0.3	/	18	1.3	-2	-2.1	-3	-10
Cc1ccc(NC2CCCN(C(=O)c3nonc3C)C2)cc1C (stereo not given)
→ 1	/	1.6	/	3	/	-1	-0.5	9	2
C/C(=N\NC(=O)c1nnn(-c2nonc2N)c1CSc1ccc(C)cc1)c1cccnc1
→ -1	/	-0.8	/	9	/	2	0.3	-7	4
Cc1ccccc1NC(=O)C1CCCN(C(=O)Nc2ccc(F)cc2)C1 (stereo not given)
→ -2	4	-2.0	12	-6	-0.2	2	-0.7	-17	7
COc1cc2[nH]c(=S)n(CCN3CCOCC3)c(=O)c2cc1OC
→ 4	-8	-4.2	-1	11	0.9	-4	0.6	-12	7
COCCOc1ccc(C(F)(F)F)cc1NC(=O)COC(=O)Cc1c[nH]c2ccccc12
→ -7	-3	-0.9	/	4	-0.8	2	1.6	18	-3
Cc1ccc(CNC(=O)CN(C)S(=O)(=O)c2cnc[nH]2)cc1
→ 3	2	-1.3	4	12	1.0	0	0.2	8	6
O=S(=O)(Nc1ccccc1Br)c1cccs1
→ -6	-6	-2.5	-14	7	1.5	-2	6.3	7	6
COc1ccc(C(C(=O)NC2CCCC2)N(Cc2cccnc2)C(=O)Cc2cccs2)cc1OC (stereo not given)
→ 5	-3	-1.5	36	4	-2.4	4	-1.0	0	1
CN1CCN(c2ccccc2NC(=O)c2c(F)cccc2F)CC1
→ 2	-1	-2.2	28	-10	-1.7	0	/	-13	-1
